rTrxR1 inhibitor – inhibitors of rat thioredoxin reductase 1 | O89049 | recombinant rTrxR1, NADPH fluorescence consumption, selenite substrate | Potency, µM (doses to about 114 µM), for the others: at the top dose activity change, negative = inhibition, hits mostly inhibitors | actives 1% (n = 390,000); also: % is scaled to controls: 0 for no effect and ±100 for the full control effect; nearly all actives have a fitted effect of over 65% in size
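Rat TrxR1 (90 nM in the dispensed reagent) was pre-reduced with 400 uM NADPH for 5 min at room temperature, then incubated with compound for 15 min. After 400 uM selenite was added, NADPH fluorescence (Ex 340/Em 450 nm) was followed for 8 min.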
ALOX12 inh – inhibitors of human 12S-lipoxygenase ALOX12 | actives 1.1% (n = 580,000) | Potency, µM (top dose mostly 108 µM), for inactives: top-dose activity change, negative = inhibition, usual class: inhibitors | purified 12hLO, xylenol orange hydroperoxide absorbance; also: % is scaled to controls: 0 for no effect and ±100 for the full control effect
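Purified human 12hLO (150 nM final) in 25 mM Hepes, 0.01% Triton X-100, pH 7.0 was preincubated 15 min at room temperature with compound. Then 40 uM arachidonic acid was added, 30 min. Hydroperoxide was read by Fe-XO absorbance ratio 573/405 nm.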
TrxR1 substrate – substrates of rat thioredoxin reductase 1; O89049; purified TrxR1 substrate turnover, NADPH consumption readout; Potency, µM (titrated, usually from 114 µM), inactives show top-dose activity change, negative = substrate turnover; actives 0.01% (n = 390,000); also: % is scaled to controls: 0 for no effect and ±100 for the full control effect; nearly all actives have a fitted effect of over 50% in size
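Rat TrxR1, dispensed at 90 nM, was prereduced with 400 uM NADPH (final) for 5 min at ~22 deg C, then incubated with compound 15 min before 400 uM selenite. A first-read NADPH fluorescence drop versus no-compound background flagged substrates.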
RGS4 inh – blocks human RGS4-accelerated GTP hydrolysis; P49798; Transcreener GDP fluorescence polarization, RGS4-accelerated GTP hydrolysis; Potency, µM (doses to about 114 µM), for the others: at the highest dose activity change, negative = inhibition, usual class: inhibitors; actives 0.039% (n = 390,000); also: % is scaled to controls: 0 for no effect and ±100 for the full control effect; nearly all actives have a fitted effect of over 75% in size; some results filed as inactive show a strong effect at the top dose
Target sequence (P49798 whole entry, looked up): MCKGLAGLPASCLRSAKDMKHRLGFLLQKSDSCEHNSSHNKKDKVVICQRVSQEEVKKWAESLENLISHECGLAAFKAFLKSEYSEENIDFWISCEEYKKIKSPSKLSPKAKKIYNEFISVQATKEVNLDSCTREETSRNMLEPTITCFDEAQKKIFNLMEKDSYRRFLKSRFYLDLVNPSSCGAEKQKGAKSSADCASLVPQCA
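MLSMR compounds (23 nl, pin-transferred) preincubated 10 min at room temperature with a 500nM (2x) first reagent, then RGS4 at 900nM (2x) plus Transcreener GDP mix added; fluorescence polarization (620/688 nm) read before and after 90 min at 30 °C.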
Vif-A3G inh – Vif-A3G binding inhibition; actives 0.076% (n = 410,000); Potency, µM (top dose mostly 46.1 µM), for inactives: at the highest dose activity, negative = active, hits mostly inhibitors; HeLa A3G-eYFP + Vif (tagged APOBEC3G with the HIV-1 protein that degrades it), YFP fluorescence, overnight;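 also: % is scaled to controls: 0 for no effect and ±100 for the full control effect; nearly all actives have a fitted effect of over 60% in size; hits raise eYFP signal because A3G escapes Vif-driven loss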
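HeLa cells stably expressing Vif and C-terminally eYFP-tagged A3G, seeded overnight at 37 deg C, then exposed to compound by pintool overnight at 37 deg C. Rise in yellow fluorescence (Ex 488/Em 500-530, Acumen) marks blocked Vif-driven A3G degradation.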
mIDH1 inhibitor – blocks human mutant IDH1 R132H enzyme | IDH1-R132H enzyme, NADPH consumption, diaphorase/resazurin fluorescence | actives 0.093% (n = 390,000) | Potency, µM (top dose mostly 76.6 µM), without a hit: top-dose activity change, negative = inhibition, actives largely listed as inhibitors | AID 602179; also: % is scaled to controls: 0 for no effect and ±100 for the full control effect; nearly all actives have a fitted effect of over 65% in size
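IDH1-R132H (0.5 ug/mL dispensed) in pH 7.5 Tris buffer was preincubated 30 min with compound, then given a substrate mix of 0.016 mM NADPH and 2 mM alpha-KG for 80 min at room temperature; remaining NADPH was read by diaphorase/resazurin fluorescence.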
Vif-APOBEC3F blk – Vif-A3F binding inhibition. actives 0.2% (n = 390,000). Potency, µM (doses to about 46.1 µM), without a hit: at the highest dose activity, negative = active. HeLa A3F-eYFP + Vif (tagged APOBEC3F with the HIV-1 protein that degrades it), YFP fluorescence increase; also: % of control where 0% means no effect; nearly all actives have a fitted effect of over 65% in size
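HeLa cells stably expressing A3F-eYFP plus Vif, plated and incubated overnight at 37 deg C, then exposed to compounds overnight at 37 deg C. Blocked degradation read as raised yellow fluorescence (Ex 488/Em 500-530).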
RXFP1 agonist – activates the human relaxin receptor RXFP1. Potency, µM (titrated, usually from 57.5 µM), for the others: top-dose activation, usual class: activators. AID 2676. Q9HBX9. HEK293T-RXFP1 cAMP TR-FRET, 30 min; response scale: percent of porcine relaxin response, buffer zero. actives 0.3% (n = 370,000); also: % is scaled to controls: 0 for no effect and ±100 for the full control effect; nearly all actives have a fitted effect of over 60% in size; many of its hits are not listed in these tables
Target sequence (Q9HBX9 whole entry, looked up): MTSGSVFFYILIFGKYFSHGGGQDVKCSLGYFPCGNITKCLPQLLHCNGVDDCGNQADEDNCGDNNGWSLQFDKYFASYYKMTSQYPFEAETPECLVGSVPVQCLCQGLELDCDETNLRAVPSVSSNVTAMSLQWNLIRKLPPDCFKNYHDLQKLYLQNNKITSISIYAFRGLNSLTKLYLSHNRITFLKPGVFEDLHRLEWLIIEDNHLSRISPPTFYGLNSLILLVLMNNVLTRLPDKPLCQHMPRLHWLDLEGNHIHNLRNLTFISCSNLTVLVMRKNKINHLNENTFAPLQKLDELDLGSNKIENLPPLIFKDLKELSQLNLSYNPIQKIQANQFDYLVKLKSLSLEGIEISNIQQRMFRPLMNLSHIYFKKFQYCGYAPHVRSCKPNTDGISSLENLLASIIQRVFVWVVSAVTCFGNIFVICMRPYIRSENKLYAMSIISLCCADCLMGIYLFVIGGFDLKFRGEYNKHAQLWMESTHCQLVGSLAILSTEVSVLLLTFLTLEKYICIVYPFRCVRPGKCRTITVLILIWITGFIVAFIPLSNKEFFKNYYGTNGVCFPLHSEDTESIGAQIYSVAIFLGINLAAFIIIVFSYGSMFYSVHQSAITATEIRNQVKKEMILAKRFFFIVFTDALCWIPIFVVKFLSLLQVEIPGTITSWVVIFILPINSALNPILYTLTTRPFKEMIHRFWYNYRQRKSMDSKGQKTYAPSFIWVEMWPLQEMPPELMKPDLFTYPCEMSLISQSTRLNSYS
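HEK293T cells stably expressing RXFP1 were pretreated with the PDE4 inhibitor Ro 20174, exposed to compounds for 30 min at 37C, lysed, and cAMP was read by TR-FRET. Data normalized to buffer (basal) and 29 nM porcine relaxin (100%).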
USP1-UAF1 inh – USP1/UAF1 (human) deubiquitinase inhibition; O94782; actives 0.23% (n = 390,000); recombinant USP1/UAF1, Ub-Rhodamine cleavage fluorescence; Potency, µM (titrated, usually from 57.1 µM), inactives show top-dose activity change, negative = inhibition, actives largely listed as inhibitors; also: % is scaled to controls: 0 for no effect and ±100 for the full control effect; nearly all actives have a fitted effect of over 60% in size; inactives centre near -12
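USP1/UAF1 complex at 1 nM was preincubated with compound for 15 min at room temperature, then Ub-Rho substrate (150nM final) was added. Fluorescence (480/540 nm) was read kinetically, 6 reads every 60 seconds.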
The depositor's hits bear a star; ? = inconclusive; nt = not tested or not shown; & = joins results of further samples; [ ] = another dose, or the depositor's remark. Calls follow the shape of the dose curve; as a rule, active = well fitted curve in the direction sought with a large enough effect; inconclusive = small, poorly fitted or top-dose-only effect, or another doubt; inactive = no such curve, though single readings can be large; an effect the other way counts as inactive or inconclusive. Potency is read from the fitted curve at half-maximal effect. This is a subset (hit frequency here may not be typical).

The opening 2 entries, ahead of the listing:
molecule,rTrxR1 inhibitor,ALOX12 inh,TrxR1 substrate,RGS4 inh,Vif-A3G inh,mIDH1 inhibitor,Vif-APOBEC3F blk,RXFP1 agonist,USP1-UAF1 inh
Cc1ccc[n+](CC(=O)c2ccc(Br)cc2)c1C,16%,-1%,7%,-15%,2%,-9%,-4%,-0.6%,-12%
C=CCn1c(CCCNC(=O)CCC)nc2ccccc21,15%,21%,5%,-4%,0%,0%,-16%,0.0%,-5%

All compounds of this part, from the first entry:
molecule,rTrxR1 inhibitor,ALOX12 inh,TrxR1 substrate,RGS4 inh,Vif-A3G inh,mIDH1 inhibitor,Vif-APOBEC3F blk,RXFP1 agonist,USP1-UAF1 inh
Cc1ccc[n+](CC(=O)c2ccc(Br)cc2)c1C,16%,-1%,7%,-15%,2%,-9%,-4%,-0.6%,-12%
C=CCn1c(CCCNC(=O)CCC)nc2ccccc21,15%,21%,5%,-4%,0%,0%,-16%,0.0%,-5%
Cc1ccc2nsnc2c1S(=O)(=O)N(Cc1ccco1)Cc1cc2ccc(C)c(C)c2[nH]c1=O,-6%,-5%,3%,1%,-2%,-4%,-6%,1.1%,-18%
CN1C(C(=O)NCCc2cccs2)CC2Cn3c(nc4cc(Cl)c(Cl)cc43)C21 (stereo not given),20%,-2%,4%,-11%,-2%,1%,2%,-2.6%,-26%
O=C(Nc1ccc(NC(=O)c2cccs2)cc1)c1ccc2ccccc2c1,23%,-24%,8%,2%,0%,14%,-16%,10%,-14%
Cc1cccc(NC(=O)COC(=O)CNC(=O)C2CCCCC2)c1,-7%,0%,6%,7%,1%,7%,-7%,2.0%,-5%
CCCC(=O)NCc1nc2cccnc2n1Cc1ccc(F)cc1,23%[57.1 µM],-7%,1%[57.1 µM],-1%,2%,10%,-7%,-0.6%,-14%
O=C(N/N=C/c1ccc(-c2ccccc2[N+](=O)[O-])o1)c1cncc(Br)c1,-3%,-1%,-11%,?,-1%,-3%,-3%,0.4%,-12%
O=C(NCCCN1CCCC1=O)c1cc(-c2ccc3c(c2)OCO3)nc2ccccc12,0%[57.1 µM],?,-5%[57.1 µM],-1%,-5%,3%,-2%,7.8%,-6%
CCOc1ccccc1C(=O)Nc1cc(=O)n(C)c(=O)n1C,21%,-16%,2%,11%,-1%,3%,-3%,-0.8%,-15%
OCCC1CN(Cc2cccn2-c2ncccn2)CCN1Cc1ccc(F)cc1 (stereo not given),17%,1%,10%,-7%,-1%,0%,-1%,4.2%,-5%
CC(C)CN(C(=O)COC(=O)c1ccc(Br)o1)c1c(N)n(Cc2ccccc2)c(=O)[nH]c1=O,-6%,-14%,-8%,4%,-2%,3%,1%,0.0%,-6%
O=C(CN1CCOc2ccccc21)NC1CCN(Cc2ccccc2)CC1,17%[57.1 µM],4%[57.4 µM],5%[57.1 µM],-10%,-4%,-13%,-5%,1.0%,-7%
CCC(C)n1c(SCC(=O)Nc2ccccc2C(=O)OC)nc2ccsc2c1=O (stereo not given),8%[57.1 µM],-22%,-5%[57.1 µM],4%,7%,4%,1%,3.7%,-23%
COc1ccc(NC(=O)Nc2ccc(N3CCCC3=O)cc2)cc1OC,14%,19%,4%,-12%,1%,-4%,1%,-0.4%,-21%
CCOC(=O)C1CCN(C(c2ccccc2OC)c2c(O)cc(C)n(CCOC)c2=O)CC1 (stereo not given),?,-15%,10%[57.1 µM],13%,-6%,4%,-11%,3.4%,9%
C[C@@H](NC(=O)c1nc[nH]c1C(=O)NCc1ccc(CNC(=O)OC(C)(C)C)cc1)c1ccccc1,22%,7%,-4%,8%,-5%,-6%,-1%,0.6%,-12%
Cc1c(Cl)cccc1NC(=O)c1ccc2c(c1)CCN2S(=O)(=O)c1ccccc1,21%,-23%,6%,2%,4%,-6%,-1%,0.6%,-19%
CCC(Oc1ccccc1)C(=O)Nc1cc(-c2cccc(C)c2)nn1-c1ccccc1 (stereo not given),2%[57.1 µM],-5%,-10%[57.1 µM],-3%,2%,12%,-4%,2.1%,?
CC1CN(C(=S)Nc2ccccc2)CC(C)O1 (stereo not given),7%,-4%,-2%,-28%,-2%,-2%,5%,-0.9%,-9%
Cc1c(C)c2cccnc2c2ncccc12,4%,nt,5%,-13%,4%,-20%,3%,0.6%,-14%
O=C(O)CCC(=O)Nc1ccc(C(=O)OCC(=O)c2ccc(Cl)cc2Cl)cc1,-17%,?,-12%,2%,3%,-7%,8%,-0.1%,-21%
COc1cccc(NS(=O)(=O)c2ccc3[nH]cc(C(=O)N(C)Cc4ccco4)c(=O)c3c2)c1,?,?,1%&9%,-2%&6%,-3%&1%,0%&2%,-6%&-2%,1.0%&0.6%,-18%&-13%
CCOC(=O)Cn1ccc(NC(=O)c2ccc(F)cc2)n1,-7%,0%,-10%,7%,-1%,-10%,2%,4.0%,-12%
NC(=O)c1ccccc1NCC(=O)c1ccc(Cl)cc1,1%[57.1 µM],?,7%[57.1 µM],-14%,-3%,52µM*,?,-1.8%,-4%
Cc1ccc(OC(=O)COc2ccccc2C)c(-n2nc3ccccc3n2)c1,-1%,-17%,-4%,-43%,4%,5%,3%,1.2%,-16%
CC1CCN(S(=O)(=O)N2CCC(C(=O)NCc3cccs3)CC2)CC1,-3%,21%,-6%,7%,2%,2%,-5%,-0.1%,-20%
Cc1ccc(C(=O)NCCc2nnc3ccc(SCC(=O)Nc4ccccc4C)nn23)cc1,4%[57.1 µM],14%,-22%[57.1 µM],-37%,2%,4%,1%,4.0%,-3%
Cn1nnc2c(N3CCN(c4ccccc4F)CC3)ncnc21,8%[57.1 µM],-29%,-1%[57.1 µM],-3%,0%,1%,6%,14%,2%
Cc1ccc(NC(=O)CO/N=C(\N)c2ccccc2)cc1C,11%,-24%,-1%,4%,0%,4%,-2%,nt,-4%
CSc1nnc(-c2ccccc2SC)o1,29%[57.1 µM],-1%,8%[57.1 µM],?,-5%,3%,-3%,?,-12%
Nc1nc(-c2ccccc2)cs1,30%,-14%,6%,-35%,2%,-1%,-9%,0.0%,7%
Cc1cc(Cl)ccc1NC(=S)N(CCCN1CCOCC1)Cc1cccs1,1%,4%,2%,-21%,-1%,2%,-7%,1.2%,-7%
CN1CCN(C(=O)CCC(=O)O)CC1,13%,15%,5%,-11%[11.4 µM],1%,2%,0%,0.0%,-13%
O=C(c1ccc2nc(-c3ccccc3)c(-c3ccccc3)nc2c1)N1CCCCC1,-16%,?,22%,5%,2%,-4%,-5%,7.7%,-11%
COc1ccc(NC(=O)COC(=O)c2ccc3c(c2)OCO3)c(OC)c1,-2%[57.1 µM],-19%,6%[57.1 µM],-22%,-7%,0%,-15%,nt,-5%
O=S(=O)(c1cccs1)N1CCN(c2ccccc2Cl)CC1,23%,306%[activator],9%,31%,-2%,8%,-7%,nt,-15%
Cc1ccc(NC(=O)c2ccc(S(=O)(=O)Nc3c(C)n(C)n(-c4ccccc4)c3=O)cc2)nc1,-3%,3%,-8%,-2%,-1%,1%,7%,-2.4%,0%
CC1Cn2c(C(=O)NCc3ccccc3Cl)cc3cccc(c32)S1 (stereo not given),50%[activator],-6%,30%,13%,-5%,11%,0%,1.5%,-9%
C[C@]12c3[nH]c4ccc(Cl)cc4c3CCN1C(=O)[C@@H](CC(=O)NCC13CC4CC(CC(C4)C1)C3)C[C@@H]2C(=O)N1CCCCC1,21%,-7%,1%,-21%,-7%,-1%,-27%,nt,?
CCOC(=O)c1sc2nc(C(C)C)c3c(c2c1N)CCC3,-15%,1%,130%[activator],11%,-4%,0%,2%,4.5%,-17%
CC(=O)C1=CN(Cc2ccccc2)CCC1=O,-15%,-7%,-14%,-10%,0%,-10%,-1%,nt,-23%

Complete entries, quoted from the list. Order of values: rTrxR1 inhibitor | ALOX12 inh | TrxR1 substrate | RGS4 inh | Vif-A3G inh | mIDH1 inhibitor | Vif-APOBEC3F blk | RXFP1 agonist | USP1-UAF1 inh
Record of `O=S(=O)(c1cccs1)N1CCN(c2ccccc2Cl)CC1` → 23% | 306%[activator] | 9% | 31% | -2% | 8% | -7% | nt | -15%
Record of `Cc1cc(Cl)ccc1NC(=S)N(CCCN1CCOCC1)Cc1cccs1` → 1% | 4% | 2% | -21% | -1% | 2% | -7% | 1.2% | -7%
Record of `CC1Cn2c(C(=O)NCc3ccccc3Cl)cc3cccc(c32)S1` (stereo not given) → 50%[activator] | -6% | 30% | 13% | -5% | 11% | 0% | 1.5% | -9%
Record of `CC(=O)C1=CN(Cc2ccccc2)CCC1=O` → -15% | -7% | -14% | -10% | 0% | -10% | -1% | nt | -23%

Compound activity (PubChem BioAssay)
